High-throughput results as filed in PubChem.
SUMO1 PPI mod: modulators of human SUMO1-mediated protein-protein interactions; hit rate 0.33% among 360,000; inhibition, % at 20 µM; AID 602429; SUMO1 binding to a labelled peptide, TR-FRET, 1 h; in the data active means inhibition above about 37%
Target sequence (P63165 whole entry, looked up): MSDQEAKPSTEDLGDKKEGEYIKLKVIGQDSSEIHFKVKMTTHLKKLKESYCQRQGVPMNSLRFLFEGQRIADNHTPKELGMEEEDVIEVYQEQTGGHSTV
STEP inh: STEP (human) phosphatase inhibition. P54829. recombinant STEP, OMFP fluorogenic substrate, fluorescence. inhibition, % at 20 µM. hit rate 0.25% among 360,000. AID 588621;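 active means inhibition at 20 µM, scaled per plate between control wells, above about 37%, limit read from the data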;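 further: 0% = DMSO with enzyme and substrate and 100% = substrate only without enzyme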
Target sequence (P54829 whole entry, looked up): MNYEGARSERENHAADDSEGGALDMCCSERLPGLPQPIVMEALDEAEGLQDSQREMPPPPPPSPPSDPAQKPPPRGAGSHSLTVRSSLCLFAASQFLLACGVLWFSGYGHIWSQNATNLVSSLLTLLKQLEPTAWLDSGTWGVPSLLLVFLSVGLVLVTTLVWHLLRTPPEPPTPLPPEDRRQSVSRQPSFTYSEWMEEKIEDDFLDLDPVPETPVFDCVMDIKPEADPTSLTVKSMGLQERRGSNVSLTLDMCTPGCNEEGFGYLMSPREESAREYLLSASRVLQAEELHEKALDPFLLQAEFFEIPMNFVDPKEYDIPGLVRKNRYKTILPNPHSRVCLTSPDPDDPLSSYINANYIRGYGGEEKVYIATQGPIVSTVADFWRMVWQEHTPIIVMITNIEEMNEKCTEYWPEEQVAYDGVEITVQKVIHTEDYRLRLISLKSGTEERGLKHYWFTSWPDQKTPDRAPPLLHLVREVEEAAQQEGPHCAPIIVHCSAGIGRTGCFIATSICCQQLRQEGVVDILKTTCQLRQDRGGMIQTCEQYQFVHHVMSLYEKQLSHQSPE
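Also added – OMFP at 25 µM · Test system – STEP tyrosine phosphatase · Technique – FITC-channel fluorescence of OMFP product · Schedule – 20 min at room temperature, dark · Evaluation – control-normalized % inhibition with plate pattern correction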
SKN-1 inh: blocks SKN-1 activity in C. elegans; AID 624304; C. elegans VP596 Pgst-4::GFP/RFP ratio, acrylamide-induced, 24 h; inhibition, % at 21.8 µM; hit rate 0.49% among 360,000;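 active means interference check ratio from 0.5 to 1.5 plus GFP to RFP signal ratio inhibition reaching or exceeding a fixed threshold, cut at about 30% in these data, passing the limit was not always enough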; further: some compounds called inactive have numbers as strong as hits
Neddyl block: blocks human cullin neddylation; TR-FRET cullin neddylation, biochemical; calls only at 25 µM; hit rate 0.58% among 360,000; in the data active means inhibition above about 36%
NadD block: inhibitors of Staphylococcus aureus NadD; hit rate 0.78% among 360,000; purified NadD enzyme, colorimetric absorbance read-out; inhibition, % at 20 µM; AID 602399; in the data active means inhibition above about 26%; further: some compounds past the cut are filed as inactive
Tb MetRS inh: Trypanosoma brucei MetRS inhibition; purified T. brucei MetRS, ATP depletion, Kinase-Glo luminescence; inhibition, % at 11.9 µM; hit rate 0.4% among 360,000; AID 624268;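 active means inhibition above a per-plate cutoff of the control wells' mean inhibition plus 3 SD, cut at about 5.5% in these data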;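 further: 0% = DMSO wells median and 100% = median of wells with control inhibitor compound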
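Material: T. brucei methionyl-tRNA synthetase, purified; reagent: substrates ATP, L-methionine and bulk Escherichia coli tRNA; dosing: 11.9 µM single point; timing: 15 min plus 2 h at 25 °C; detection: luminescence of leftover ATP; evaluation: % inhibition; control set: DMSO-only wells as low control; replicates: singlicate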
Scp-1 inhibitor: blocks human Scp-1 phosphatase activity; Q9GZU7; Recombinant Scp1, phosphopeptide, malachite green phosphate absorbance; hit rate 0.88% among 340,000; inhibition, % at 20 µM;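 active means inhibition above about 50% at 20 µM, limit read from the data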;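 further: plate controls were DMSO wells with enzyme for no effect and wells lacking enzyme for full effect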
Target sequence (Q9GZU7 76-261 limits assumed): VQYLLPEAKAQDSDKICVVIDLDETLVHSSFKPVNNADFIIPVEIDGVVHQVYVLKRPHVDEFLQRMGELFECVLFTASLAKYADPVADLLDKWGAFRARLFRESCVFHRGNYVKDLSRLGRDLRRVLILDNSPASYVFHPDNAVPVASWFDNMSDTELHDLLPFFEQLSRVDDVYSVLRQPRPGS
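Incubation: 45 min enzyme reaction at room temperature / System: truncated SCP-1 phosphatase (76-261aa) / Reagent: Phospho 17-mer peptide substrate / Buffer or medium: Acidic Tris acetate buffer with magnesium and detergent / Signal: absorbance at 630 nm / Doses: one concentration, 20 µM, with 1.0% DMSO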
LMPTP block: blocks human LMPTP phosphatase; AID 651560; recombinant LMPTP-A, OMFP fluorogenic substrate, fluorescence intensity; inhibition, % at 20 µM; P24666; hit rate 0.22% among 360,000;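 active means compounds that cut the enzyme signal by at least half of the control window in the single-dose screen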;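 further: plate controls were DMSO wells with enzyme plus substrate for no effect and substrate without enzyme for full effect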
Target sequence (P24666 whole entry, looked up): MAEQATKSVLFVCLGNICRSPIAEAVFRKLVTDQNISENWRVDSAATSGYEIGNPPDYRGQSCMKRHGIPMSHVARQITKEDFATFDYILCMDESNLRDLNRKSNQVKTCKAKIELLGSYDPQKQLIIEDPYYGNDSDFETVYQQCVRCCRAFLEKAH
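Assay system: LMPTP-A enzyme. Input: 0.625 nM LMPTP-A final. Probe or stimulus: 400 µM OMFP. Compound dosing: single 20 µM dose. Schedule: 50 min dark incubation at room temperature. Detection: fluorescence intensity of OMFP turnover product. Read-out: percent inhibition versus substrate-only and uninhibited controls. Benchmarks: no-enzyme low control, uninhibited high control.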
NRP1-CendR mod: alters CendR peptide binding to human NRP-1; O14786; FAM-RPARPAR peptide binding to NRP-1, fluorescence polarization; inhibition, % at 25 µM; hit rate 0.85% among 360,000;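 active means inhibition or corrected inhibition above about 18%, plus a signal ratio from 0.5 to 1.5, limit read from the data, passing the limit was not always enough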; further: strong numbers were not always called active
DNMT1 block: blocks human DNA methyltransferase DNMT1 | P26358 | DNMT1 molecular beacon, Hinp1I cleavage, fluorescence | inhibition (reported as % activation of signal), % at 10 µM | hit rate 0.83% among 360,000 | AID 588458; in the data active means inhibition above about 50%
The depositor's hits bear a star; i = inactive; · = not tested or not shown; + = active, no number.

SMILES	SUMO1 PPI mod	STEP inh	SKN-1 inh	Neddyl block	NadD block	Tb MetRS inh	Scp-1 inhibitor	LMPTP block	NRP1-CendR mod	DNMT1 block
CCn1c(NCc2cc(Cl)ccc2O)nc2ccccc21	1	-3	-13	i	-9	4.3	-2	-1.3	-9	0
COC(=O)c1ccc(N/C=C/C(=O)c2ccccc2)cc1	10	2	-7	i	5	-1.2	-5	2.2	-1	42
O=C(CCCNc1ccccc1)N/N=C/c1cccs1	-4	0	6	i	0	0.3	1	-0.8	10	-1
COc1ccc(N2CCN(C(=O)COC(=O)c3cccc(S(=O)(=O)Nc4ccccc4OC)c3)CC2)cc1	2	5	9	i	-3	0.6	-6	4.1	-3	-1
Cn1c(C(=O)N[C@@H](Cc2ccccc2)C(=O)NCCC(=O)O)cc2cc(Cl)ccc21	1	0	-10	i	-3	-1.7	6	-1.1	-29	41
CCOc1ccc(NC(=O)CCC(=O)N/N=C2\CCCc3ccccc32)cc1	1	-2	0	i	-6	-0.3	-5	1.1	8	11
O=C(NCc1cccnc1)c1cccnc1-c1nc2ccccc2s1	-4	1	-1	i	-2	-0.8	-2	-1.7	-5	-4
CCC(C)(C)NC(=O)C(c1ccc(O)cc1)N(Cc1ccco1)C(=O)CCC(=O)Nc1ccccn1 (centres undefined)	2	1	1	i	4	-0.6	-1	-0.5	-1	-1
CSc1ccc(S(=O)(=O)NCC(=O)OCC(=O)NCCc2ccccc2)cc1[N+](=O)[O-]	-32	1	-8	i	-11	-0.5	1	2.6	-3	2
O=C(Nc1ccc(Cl)cc1)OCCn1nnnc1C(c1ccccc1Cl)N1CCOCC1 (centres undefined)	1	2	8	i	0	3.3	-1	1.0	11	-13
O=C(Nc1ccccc1)c1ccccc1NS(=O)(=O)c1ccc(Cl)s1	6	-1	-3	i	-10	0.2	-15	1.0	-20	-4
CCC(=O)c1ccc(-c2ccccc2)cc1	-2	-1	1	i	-1	0.1	-13	0.3	-2	9
CC1Cc2ccccc2N1S(=O)(=O)c1ccc2c(c1)n(C)c(=O)c(=O)n2C (centres undefined)	1	1	-18	i	2	-0.6	-1	0.9	2	1
CN(C)S(=O)(=O)Nc1ccc(Oc2ccccc2)cc1	0	0	1	i	-6	-0.6	-11	0.3	4	-3
O=C(Cc1ccc(Cl)cc1)N1CCOCC1	2	1	4	i	5	0.1	3	-0.4	12	-2
O=C(CCN1C(=O)c2ccccc2C1=O)c1cnc[nH]1	-11	-2	1	i	1	-1.5	·	-0.6	1	0
Cc1cc(C)n(/N=C/c2ccc(C(C)C)cc2)c(=O)c1C#N	0	5	2	i	2	0.3	-2	-0.4	6	-1
Cc1ccc(NC(=O)CNCC2CCCCC2)cc1S(=O)(=O)N(C)C	-2	-1	10	i	-4	2.9	-4	-1.4	6	6
CCOc1ccc(N2CC(C(=O)Nc3c(C)n(C)n(-c4ccccc4)c3=O)CC2=O)cc1 (centres undefined)	4	3	1	i	-3	-0.1	-1	-2.8	-6	-2
COCCCn1c(=O)cc(C)[nH]c1=S	-6	0	0	i	0	-0.9	-8	-0.1	3	0

An excerpt from above, reduced to SKN-1 inh, NRP1-CendR mod and Tb MetRS inh:
Compound,SKN-1 inh,NRP1-CendR mod,Tb MetRS inh
CSc1ccc(S(=O)(=O)NCC(=O)OCC(=O)NCCc2ccccc2)cc1[N+](=O)[O-],-8,-3,-0.5
O=C(Nc1ccc(Cl)cc1)OCCn1nnnc1C(c1ccccc1Cl)N1CCOCC1 (centres undefined),8,11,3.3

Continued:
SMILES	SUMO1 PPI mod	STEP inh	SKN-1 inh	Neddyl block	NadD block	Tb MetRS inh	Scp-1 inhibitor	LMPTP block	NRP1-CendR mod	DNMT1 block
COc1ccc(Cl)cc1NC(=O)CN(C)CC(=O)NC(C)c1ccccc1 (centres undefined)	-1	3	-5	i	0	-0.5	-5	-1.5	6	4
CCOC(=O)C1CC(=O)c2cc(OC)c(OC)cc2C1 (centres undefined)	-2	-1	9	+	0	-0.9	-4	-0.5	-2	0
CSc1nsc(SCC(=O)Nc2cc(C(=O)O)ccc2C)n1	4	3	9	i	-3	-0.1	3	-1.1	0	2
N#CCc1c(C#N)c(N)nc(N2CCCC(O)C2)c1C#N (centres undefined)	7	-3	10	i	3	-0.6	-1	1.4	18	-3
O=C(NCc1ccncc1)c1ccc(Br)o1	-2	-4	3	i	-2	-1.9	2	0.4	-16	1
NC(=O)c1cc2ccccc2o/c1=N\NC(=O)c1ccncc1	-24	0	2	i	-6	-0.2	-6	-0.3	-4	2
Cc1occc1-c1nnc(SCC(=O)Nc2nccs2)n1Cc1ccco1	0	-3	11	i	0	-0.6	6	0.7	-8	7
COC(=O)CSc1cc(SCC(=O)OC)c(C#N)c(SCC(=O)OC)c1	-5	2	-8	i	-4	-0.1	-5	1.9	-2	-2
CCc1nc2ccc(C(=O)NCCCN3CCCC3=O)cn2c1N(CC)CCN(C)C	-2	-3	3	i	0	-0.5	·	-0.2	3	7
COc1cccc(C(=O)N2CCC(CCC(=O)Nc3cccc(C)c3)CC2)c1	1	-1	6	i	-4	-0.2	-8	0.6	0	1
COc1cc2c(cc1NC(=O)c1ccc(C)c([N+](=O)[O-])c1)oc1ccccc12	-2	0	-8	i	1	-0.2	-3	-0.5	9	14
CC1=C(/C=N/Nc2ccc([N+](=O)[O-])cc2[N+](=O)[O-])C(C)(C)CCC1	-14	8	-14	i	1	-0.3	0	2.2	7	3
COc1ccc(CCNC(=O)Cn2nnc(-c3ccc(OC)c(OC)c3)n2)cc1OC	1	-3	-3	i	-8	-0.4	-8	-1.0	8	-3
CC(C)[C@H](NC(=O)c1ccc(Cl)cc1Cl)C(=O)OCc1nc2ccsc2c(=O)[nH]1	3	-3	-6	i	-5	1.2	-8	-1.6	-5	5
COc1cc(C(=O)OCC(=O)NCc2ccco2)cc(OC)c1OC	11	-2	-16	i	-3	0.0	5	-1.0	2	0
Oc1ccc(Nc2nc(-c3ccc(O)cc3)cs2)cc1	0	-2	4	i	8	-1.2	-4	-0.1	5	-26
CCOc1ncccc1C(=O)OCC(=O)Nc1ccc(C(N)=O)cc1	8	0	8	i	-3	0.2	-4	-0.4	-5	0
COc1ccc(C(=O)Nc2cc(Cl)cc(Cl)c2)c(OC)n1	-2	0	-9	i	2	-0.5	3	-2.4	2	2
CC(=O)c1cc(C#N)c(N2CCN(c3ccccc3)CC2)nc1C	-1	3	-20	i	-2	-1.3	-4	-0.4	5	-1
COc1ccccc1C(=O)Nc1ccc(S(=O)(=O)N2CCCC2)cc1	-1	-3	10	i	-9	-0.6	-3	0.3	-4	-2
O=c1[nH]c(C2CCCN(S(=O)(=O)c3cccc(Cl)c3)C2)nc2c1nnn2Cc1ccc2c(c1)OCCO2 (centres undefined)	2	-2	-1	i	58*	-0.5	-2	3.5	0	-4
C=CCn1c(SC(C)C(=O)NCc2ccc3c(c2)OCO3)nc2scc(-c3ccccc3)c2c1=O (centres undefined)	0	1	14	i	-2	-0.9	-6	3.0	-7	1
COc1cc(/C=C2\SC(=S)N(CCCCC(=O)O)C2=O)ccc1OS(=O)(=O)c1ccc(C)cc1	11	1	-12	i	23	-0.2	51*	7.6	-61	9
N#C/C(=N/Nc1ccccc1[N+](=O)[O-])C(N)=S	-27	1	2	i	0	0.3	2	0.8	13	-17
COc1ccc(C(C)(C)C)cc1NC(=O)C1C2C=CC(C2)C1C(=O)O (centres undefined)	-1	2	-13	i	-1	0.0	-2	0.3	0	-2
CC(C)CN(C(=O)C1CCCCC1)C1CCS(=O)(=O)C1 (centres undefined)	2	-2	18	i	-3	0.1	-5	0.1	8	2
CC(C)(C)OC(=O)NCCC(=O)N/N=C/c1cccc2nccnc12	-23	3	-8	i	0	-0.2	-4	-1.9	-4	3
COc1cc(C(=O)Nc2ccc(Oc3ncnc4sc(-c5ccccc5)cc34)cc2)cc(OC)c1OC	10	-1	0	i	-2	-0.8	1	0.5	-1	-1
COc1ccc(-c2nc3cnccn3c2NC(C)(C)CC(C)(C)C)cc1O	-9	5	4	·	-3	-0.7	-3	0.8	-2	-3
O=C(CCS(=O)(=O)c1ccccc1)Nc1nc2c(s1)CCCC2	2	-3	0	i	-2	0.3	-9	-1.0	16	-1
O=C(Nc1ccc(C(=O)O)cc1)/C(=C\c1ccccc1)NC(=O)c1ccc(Br)cc1	-2	1	0	i	-3	-0.3	-12	-1.2	-1	3
O=S(=O)(NCC1CCCO1)c1ccc2oc3ccc(S(=O)(=O)NCC4CCCO4)cc3c2c1 (centres undefined)	-4	2	4	i	0	-0.2	-9	-0.2	10	1
CCC1(C)SC(NC(C)=O)=NN1C(C)=O (centres undefined)	3	0	-13	i	-6	-0.3	1	0.4	5	5
CCc1ccc(N2CC(C(=O)NNC(=O)c3ccc(F)cc3)CC2=O)cc1 (centres undefined)	3	3	-5	i	0	-0.3	-5	-1.0	-11	-2
Cc1cc(C)n(-c2ccc(C(=O)OCC(=O)N(CC(C)C)C3CCS(=O)(=O)C3)cc2)n1 (centres undefined)	-3	-2	2	i	-1	-0.6	-8	-1.0	3	1
CN(C(=O)Nc1ccc(Cl)cc1)c1c2c(nn1C)CCCC2	0	0	9	i	-2	0.1	-21	0.0	2	3
CCOc1cc(N2CCOCC2)c(OCC)cc1NC(=O)Cn1[nH]c(=O)c2ccccc2c1=O	7	15	4	i	5	-0.2	-5	0.2	2	-2
CCCCCc1c(-c2cccc(F)c2)ncn1CCc1ccccc1OC	15	·	-5	i	0	-0.4	·	7.5	17	·
COc1ccc(/C=C2\SC(=S)N(CCCC(=O)Nc3ccccn3)C2=O)cc1OC	-18	1	-8	i	12	-1.0	1	0.0	-27	-3
O=C(Cc1cccs1)N(Cc1ccco1)C1(C(=O)NC2CCCC2)CCCCC1	-2	-1	21	i	-3	-0.7	-4	-0.4	-12	0
Cc1cccc(Oc2ccccc2NC(=O)c2cnccn2)c1	0	-2	-19	i	-6	-1.6	-12	0.1	0	-1
O=C(NC12CC3CC(CC(C3)C1)C2)N1CCN(c2ncccn2)CC1	1	-2	-6	i	5	-1.4	3	-0.7	-9	16

Marked active in NadD block (from the list above):
molecule	SUMO1 PPI mod	SKN-1 inh	Neddyl block	NadD block	Tb MetRS inh	Scp-1 inhibitor	LMPTP block	NRP1-CendR mod	DNMT1 block
O=c1[nH]c(C2CCCN(S(=O)(=O)c3cccc(Cl)c3)C2)nc2c1nnn2Cc1ccc2c(c1)OCCO2 (centres undefined)	2	-1	i	58*	-0.5	-2	3.5	0	-4
